# Screens from PubChem BioAssay.
# Pf growth 48h: P. falciparum growth inhibition at 48 hours (one generation); AID 504832; P. falciparum luciferase growth in erythrocytes, 48 h; hit rate 5.9% among 310,000; Potency, µM (series often up to 28.7 µM), for the others: top-dose activity change, negative = inhibition, hits mostly inhibitors; also: potency is read from the fitted curve at half-maximal effect; % is scaled to controls: 0 for no effect and ±100 for the full control effect
#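 Here the parasites carry a stable luciferase gene and grow inside erythrocytes in Albumax-based RPMI medium with compound for one erythrocytic cycle. Activity is scored as loss of luminescent signal.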
# CHX counter: counter-screen for Shiga toxin inhibitors: cycloheximide protein synthesis inhibition | AID 2314 | cell reporter, cycloheximide protein synthesis inhibition counterscreen | max response, % | hit rate 12% among 300,000; in the data active = max response mostly above about 13%, no sharp cut-off; inactive = mostly below about 14%; also: read at 38.3 µM for the half of the compounds with a filed dose; 0% is about no effect
# Pf growth 96h: P. falciparum growth inhibition at 96 hour, primary screen for plastid delayed-death inhibitors | P. falciparum luciferase reporter growth, 96 h | Potency, µM (top dose mostly 28.7 µM), for the others: top-dose activity change, negative = inhibition, usual class: inhibitors | hit rate 6.9% among 320,000 | AID 504834; also: potency is read from the fitted curve at half-maximal effect; % is scaled to controls: 0 for no effect and ±100 for the full control effect
#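 Compounds incubated with erythrocytes infected by luciferase-expressing P. falciparum (2% hematocrit, 0.05% parasitemia final) for 96 hours, 37 C in 5% CO2. Growth inhibition scored as decreased luciferase luminescence.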
# Sm TGR block: S. mansoni TGR enzyme inhibition; AID 485364; purified TGR, DTNB reduction, TNB absorbance 405 nm; Potency, µM (highest dose often 114 µM), for inactives: top-dose activity change, negative = inhibition, usual class: inhibitors; hit rate 3% among 360,000; also: potency is read from the fitted curve at half-maximal effect; % is scaled to controls: 0 for no effect and ±100 for the full control effect; nearly all actives have a fitted effect of over 60% in size
#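 Kinetic colorimetric format: TGR-catalysed, NADPH-driven DTNB reduction monitored via TNB absorbance. Enzyme dispensed at 20 nM; compound exposure 15 min at room temperature before reaction start.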
# Shiga toxin inh: inhibitors of Shiga toxin in Vero cells; Vero cells, Shiga toxin protein synthesis inhibition reporter; inhibition, % at 38.7 µM; hit rate 9.2% among 290,000; in the data active = inhibition mostly above about 28%, no sharp cut-off; inactive = mostly below about 43%; also: 0% is about no effect
# Giardia FBPA inh: blocks Giardia fructose-bisphosphate aldolase activity; hit rate 0.71% among 290,000; AID 2451; purified Giardia FBPA; Potency, µM (titrated, usually from 59.6 µM), without a hit: top-dose activity, negative = inhibition, most hits filed as inhibitors; A8B2U2; also: potency is read from the fitted curve at half-maximal effect; % is scaled to controls: 0 for no effect and ±100 for the full control effect; nearly all actives have a fitted effect of over 55% in size
# Target sequence (A8B2U2 whole entry, looked up): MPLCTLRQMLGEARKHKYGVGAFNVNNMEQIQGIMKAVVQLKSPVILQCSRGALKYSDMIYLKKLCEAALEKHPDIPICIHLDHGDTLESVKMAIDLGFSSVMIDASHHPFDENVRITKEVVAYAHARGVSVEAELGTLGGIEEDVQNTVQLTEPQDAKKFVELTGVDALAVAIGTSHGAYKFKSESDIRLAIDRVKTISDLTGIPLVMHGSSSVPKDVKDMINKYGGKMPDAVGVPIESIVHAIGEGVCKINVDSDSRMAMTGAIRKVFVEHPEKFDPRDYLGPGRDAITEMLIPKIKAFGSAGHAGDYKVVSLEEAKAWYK
#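 40 nM FBPA preincubated 10 min at RT with compound (up to 57.5 uM final), then substrate plus GAPDH/TPI/NAD/arsenate coupling and diaphorase/resazurin added. Fluorescence read after 20 min at RT, 525/598 nm.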
# The depositor's hits bear a star; ? = inconclusive; nt = no result given; [ ] = remark or other dose. Unless noted, calls follow the shape of the dose curve; as a rule, active = well fitted curve in the direction sought with a large enough effect; inconclusive = small, poorly fitted or top-dose-only effect, or another doubt; inactive = no such curve, though single readings can be large; an effect the other way counts as inactive or inconclusive.
mol	Pf growth 48h	CHX counter	Sm TGR block	Shiga toxin inh	Pf growth 96h	Giardia FBPA inh
O=C(CSc1nnc(-c2ccccc2)c2ccccc12)NCCN1C(=O)CSC1=O	-12.9%	nt	-6.9%	nt	?	nt
CCN(CC)C(=O)c1oc2ccc(S(=O)(=O)N3CCCCCC3)cc2c1C	?	-1.9	-8.3%	-5.5	nt	-3.8%
COC(=O)c1cc(CSc2nc3ccccc3c(=O)n2C)oc1C	?	3.4	1.4%	11.7	-11.6%	nt
COc1cccc(OCCOc2cccc(/C=N/n3cnnc3)c2)c1	144.4%[activator]	42.6*	-12.4%	41.7*	?	6.2%
CCCc1cc(-c2n[nH]c(C(=O)OCC)c2-c2cscn2)c(O)cc1O	?	-2.9	3.2%	-11.1	?	-9.4%
C/C(=N\NS(=O)(=O)c1cccc([N+](=O)[O-])c1)c1cc2ccccc2o1	nt	1.3	?	14.5	58.4%[activator]	3.5%
CC(Nc1cc(=O)n(C)c(=O)n1C)c1ccccc1 (stereo unspecified)	14.7%	-3.0	-6.0%	20.0	?	3.3%
O=C(O)CCN(Cc1ccccc1)S(=O)(=O)c1c(Cl)cccc1Cl	11.6%	-2.3	1.9%	7.3	50.0%[5.75 µM]	?
C#CC(C)(CC)NC(=O)Cn1nnc(-c2ccc(S(C)(=O)=O)cc2)n1 (stereo unspecified)	12.4%	-3.8	9.8%	-9.7	87.4%[activator]	-15.7%
COc1ccc(-n2nc3c(N)n[nH]c3cc2=O)cc1	-15.6%	7.4	nt	14.1	1.2%	-6.8%
COc1ccc(CCNC(=O)C/C(C)=N/NC(=O)c2ccc([N+](=O)[O-])cc2Cl)cc1OC	32.0%[activator]	-2.1	3.1%	-9.5	-3.5%	2.0%
CCN(CC)c1ccc(/C=N/c2sc3c(c2C#N)C2CCN3CC2)c(O)c1	-12.3%	7.2	1.1%	2.2	-5.9%	-6.1%
CCCc1cc(=O)[nH]c(SCC(=O)N2N=C(c3ccc(Cl)cc3)CC2c2ccco2)n1 (stereo unspecified)	41.7%[activator]	8.8	1.5%	11.0	36.0%[activator]	-9.7%
CCOC(=O)c1c(C)n(C)c2cc(-c3ccc(F)cc3)c(O)cc12	7.38µM*	1.4	-1.0%	-17.5	-21.6%	4.3%
COc1ccccc1-c1sc2ccccc2c1-c1ccc(C(C)=O)cc1	7.1%	25.3*	0.5%	24.8*	?	11.1%
Cc1nc(C)n(C(C)CNC(=O)c2ccco2)n1 (stereo unspecified)	1.3%	-1.0	2.9%	-3.3	0.0%	10.6%
CCC(C)n1ncn(-c2ccc(N3CCN(c4ccc(OC)cc4)CC3)cc2)c1=O (stereo unspecified)	-7.9%	-1.9	-9.4%	-12.2	-2.6%	-0.9%
COc1cc(N/N=C(\C)c2ccc(O)c(C)c2)nc(-c2ccccc2)n1	?	20.8	-5.1%	14.7	?	-10.1%
O=C(Nc1nc2c(F)cccc2s1)C1CC1	55.8%[activator]	36.3*	-2.2%	53.7*	59.1%[activator]	3.5%
CC(=O)Nc1ccc(NC(=O)c2ccc(NS(=O)(=O)c3cc(C(C)(C)C)cc(C)c3C)cc2)cc1	?	-1.1	-0.3%	10.7	10.4%	7.8%
CC(=O)Oc1oc(-c2ccccc2)nc1C=Nc1ccccc1	28.7%	18.2	17.8µM*	30.3	53.5%[activator]	nt
FC(F)(F)c1ccc(/C=N/N2CCN(Cc3cccc4ccccc34)CC2)cc1	?	1.1	8.4%	22.9	3.8%	-3.5%
Nc1ncc(-c2ccc([N+](=O)[O-])cc2)cn1	41.7%[activator]	-1.2	4.7%	-4.0	-91.2%	4.0%
CC(=O)c1sc(N/N=C\c2ccc(N(C)C)cc2)nc1C	112.7%[activator]	31.0*	9.5%	nt	?	-15.9%
COC(=O)c1cccc(NC(=O)/C(=C\c2ccccc2)NC(=O)c2ccccc2Cl)c1	-8.1%	-1.3	0.9%	-10.1	?	3.5%
CCCNS(=O)(=O)c1ccc(OCC(=O)NCc2ccc3c(c2)OCO3)cc1	-0.1%	-0.9	4.7%	-1.6	143.6%[activator]	3.6%
COC(=O)Cc1c(C)c2ccc(OC3CCCCC3=O)c(C)c2oc1=O (stereo unspecified)	32.3%[activator]	16.3	-0.7%	39.6	19.2%	-10.3%
Cn1cc(Cl)c(C(=O)NNC(=S)NC2CCCCC2)n1	18.7%	23.0*	0.9%	54.0*	2.9%	7.0%
CC1CCCC(C)N1C(=O)COC(=O)c1ccc2c(c1)OCO2 (stereo unspecified)	42.2%[activator]	16.9*	0.0%	43.2	40.3%[activator]	3.4%
C/C(=N\NC(=O)CCC(=O)NCc1ccccc1)c1ccco1	6.3%	10.5	-12.8%	12.6	-16.4%	nt
CCCCC(CCC(=O)Nc1nccs1)C(=O)O (stereo unspecified)	4.6%	-1.7	-35.6%	12.6	nt	9.0%
Cc1ccccc1C(=O)NC1CCN(CC(=O)Nc2ccc3c(c2)OCO3)CC1	26.5%	-0.8	-9.0%	-6.3	1.4%	-1.0%
O=C(Cn1cnc2ccccc21)Nc1cccc(S(=O)(=O)N2CCCC2)c1	?	nt	1.8%	nt	?	nt
COc1ccc(N2CCN(S(=O)(=O)CC34CCC(CC3=O)C4(C)C)CC2)cc1 (stereo unspecified)	-15.0%	1.1	30.7%	-1.7	?	5.4%
C/C(=N\NC(=O)C1CC1(c1ccccc1)c1ccccc1)c1cccc([N+](=O)[O-])c1 (stereo unspecified)	-0.1%	-3.2	-13.2%	-6.0	?	-1.8%
Clc1c(CSc2nc3ccccc3o2)nc2sccn12	72.5%[activator]	30.3*	-0.9%	152.2*	0.0%	2.1%
Cc1ccccc1S(=O)c1ccccc1C(=O)O (stereo unspecified)	39.8%[activator]	1.3	0.3%	-3.4	32.6%[activator]	1.8%
Cc1nc2ccc(C(=O)OCc3nnc(-c4ccc(Br)cc4)o3)cc2nc1C	-3.8%	-3.5	-5.2%	-13.5	-13.2%	nt
Cc1ccc(SCCNC(=O)C(CO)(CO)CO)cc1	42.4%[activator]	6.3	-3.0%	-11.3	-0.9%	-0.8%
CC(C)(C)c1ccc(-n2ncc3c2CCCC3NC(=O)CN2CCOC2=O)cc1 (stereo unspecified)	8.3%	-1.7	-17.6%	-8.5	6.9%	nt
Cc1ccsc1/C=N/NC(=O)CNC(=O)c1cccc([N+](=O)[O-])c1C	0.0%	-0.4	5.3%	-3.0	-0.9%	-4.6%
CCOC(=O)c1ccc(NC(=O)CSCCC(=O)O)cc1	13.7%	3.2	3.6%	18.5	19.6%	13.1%
CN(C)c1cccc(C(=O)NNC(=O)CSc2ccccc2)c1	6.0%	12.8*	3.9%	25.6	15.0%	9.6%
COC1(OC)N=C(NC(=O)Nc2ccccc2)C2(C#N)C(c3ccccc3)C12C#N (stereo unspecified)	?	0.5	?	-4.1	nt	-22.2%
Cc1[nH]c(=O)[nH]c(=O)c1S(=O)(=O)Nc1ccc(F)c([N+](=O)[O-])c1	15.6%	0.9	-23.3%	4.4	-1.0%	-5.5%
CCn1nc(C)cc1Nc1ccccc1	13.2%	7.5	-10.5%	-9.9	nt	3.7%
Cc1cccc(OCCOCCN2CCNCC2)c1C	-8.7%	-1.6	0.1%	-4.9	-25.6%	-3.8%
CC(C(=O)OCC(=O)c1ccc(Br)cc1)N1C(=O)C2C3C=CC(C3)C2C1=O (stereo unspecified)	26.7%	-2.7	7.1%	-5.4	-2.3%	10.7%
O=C(CCCc1nc(-c2ccccc2Cl)no1)NC1CCCCC1	5.6%	-2.5	6.0%	-3.2	-3.1%	6.1%
Cc1cc(NC(=O)CCCn2cnc([N+](=O)[O-])n2)no1	3.3%	1.3	-7.2%	-5.9	20.8%	-9.9%
O=C(Nc1nccs1)C1CCCN(S(=O)(=O)c2cccnc2)C1 (stereo unspecified)	nt	-2.2	-4.9%	28.0	47.2%[activator]	0.7%
CCCCN(CC)CCNC(=O)Cn1cnc2sc(C)c(S(=O)(=O)N3CCOCC3)c2c1=O	10.7%	0.4	-0.4%	1.3	?	-0.5%
O=S(=O)(c1ccc(SCCOc2ccc(Cl)cc2)nc1)N1CCCC1	13.1µM*	nt	2.3%	nt	?	nt
CCOC(=O)c1nnc(-c2ccccc2)o1	5.0%	-2.5	-6.2%	-4.3	11.2%	1.5%
CCSc1nc2n(n1)C(c1cccc(F)c1)C1=C(CCCC1=O)N2 (stereo unspecified)	?	-3.7	6.3%	-18.7	?	-2.4%
CCN(CC)c1ccc(C=Nc2cccnc2Cl)c(O)c1	26.4%	1.9	6.4%	-6.2	20.5%	-6.8%
Cc1cc2oc(=O)cc(CN3CCN(Cc4ccccc4)CC3)c2cc1Cl	?	4.1	-14.1%	50.0	?	-1.4%
O=C(c1ccccc1)N1CCN(C(=O)c2ccc3c(c2)OCCO3)CC1	?	-0.5	1.5%	-5.9	19.6%	-1.5%
O=c1[nH]cn[nH]1	62.4%[activator]	-0.8	-4.4%	-6.4	0.0%	4.1%
CCn1ncc(N(C)N)c(Cl)c1=O	-0.6%	3.2	14.6%	27.4	18.8%[5.75 µM]	0.6%

# The last three entries of the part above lead into the next:
mol	Pf growth 48h	CHX counter	Sm TGR block	Shiga toxin inh	Pf growth 96h	Giardia FBPA inh
O=C(c1ccccc1)N1CCN(C(=O)c2ccc3c(c2)OCCO3)CC1	?	-0.5	1.5%	-5.9	19.6%	-1.5%
O=c1[nH]cn[nH]1	62.4%[activator]	-0.8	-4.4%	-6.4	0.0%	4.1%
CCn1ncc(N(C)N)c(Cl)c1=O	-0.6%	3.2	14.6%	27.4	18.8%[5.75 µM]	0.6%
C/C=C/C(=O)[C@@H](C)[C@@H](/C=C/C[Si](C)(C)C)c1ccccc1	nt	8.2	nt	12.2	nt	2.0%
Cc1ccc(N2CC(C(=O)Nc3ccccc3N3CCCC3)CC2=O)cc1 (stereo unspecified)	-4.7%	1.0	-9.5%	15.9	-3.0%	nt
CC(C)(CO)Nc1nc(Cl)nc(NC2CCCCC2)n1	16.1%	20.3*	15.6%	27.3	-4.0%	2.9%
Cc1ccc(NC(=O)CN(C)C(=O)CNC(=O)c2ccc3c(c2)OCO3)cc1	1.1%	nt	1.1%	nt	51.8%[activator]	nt
Nc1ccccc1Nc1cc(-c2ccccc2)[nH]n1	?	28.9*	3.7%	54.8*	?	-7.3%
Cc1ccc(N2C(N)=C(C#N)C(c3cccs3)C3=C2CC(C)(C)CC3=O)cc1 (stereo unspecified)	nt	-0.7	?	-3.9	22.9%	?
CCOc1ccc(C(Nc2ccc(C)cc2)P2(=O)OCCC(C)O2)cc1 (stereo unspecified)	nt	-3.1	-2.7%	-2.1	-6.1%	0.5%
COCCNC(=O)[C@@H]1CCCN1C(=O)C1CCN(S(=O)(=O)c2ccc(C)cc2)CC1	18.0%	7.7	-8.1%	-1.4	-6.1%	-2.8%
COc1ccc(OCC(=O)N2CCN(C(=O)COc3ccc(Br)cc3)CC2)cc1	?	0.9	6.3%	-7.7	29.9%	-7.8%
COC(=O)c1ccc(C2C(C(C)=O)=C(C)Nc3ncnn32)cc1 (stereo unspecified)	nt	-2.2	-6.4%	-20.8	?	18.0%
COCc1cc(=O)n2c([nH]c3ccccc32)c1C#N	0.0%	6.0	-8.0%	-16.0	?	?
CCOCC(=O)OCC(=O)Nc1cc(OC)c([N+](=O)[O-])cc1C	6.0%	6.6	5.6%	-8.5	-2.2%	0.7%
